Source: PubChem BioAssay
IL2 activator = qHTS of IL-2 Activators; IL-2 activation reporter assay, cell-based qHTS; stimulated with anti-CD3/CD4/CD28 beads; in transgenic mouse T cells; activation, % (series mostly up to about 46 µM); actives 0.065% (n = 360,000); in the data active = activation above about 50%; inconclusive = mostly about 30% to 49%; also: 0% is about no effect
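Unstimulated transgenic mouse T cells preincubated 60 min with compound, then stimulated with anti-CD3/anti-CD4-coated beads plus anti-CD28 for 18 h at 37 degrees C. IL-2 response read as EGFP and DsRed fluorescence by plate cytometry.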
EPAC1 antagonist = qHTS for Antagonist of cAMP-regulated guanine nucleotide exchange factor 3 (EPAC1): primary screen | Rap guanine nucleotide exchange factor 3 (Homo sapiens), O95398 | EPAC1 GEF assay, Rap1b-BODIPY-GDP exchange fluorescence | Potency, µM (doses to about 115 µM), for the others: at the highest dose activity change, negative = inhibition, actives largely listed as inhibitors | actives 0.14% (n = 360,000);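 also: potency is read from the fitted curve at half-maximal effect; plate controls were vehicle for no effect and positive control for full effect; nearly all actives have a fitted effect of over 50% in size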
GLP-1R agonist = qHTS of GLP-1 Receptor Agonists; Glucagon-like peptide 1 receptor (Homo sapiens), P43220; HEK293 GLP-1R CRE-luciferase, luminescence, 4-6 h; cells express a hypersensitive GLP-1R form; Potency, µM (top dose mostly 45.6 µM), inactives show at the highest dose activation, actives largely listed as activators; actives 0.007% (n = 380,000); AID 624172, 2012; also: potency is read from the fitted curve at half-maximal effect; % of control where 0% means no effect
Target sequence (P43220 whole entry, looked up): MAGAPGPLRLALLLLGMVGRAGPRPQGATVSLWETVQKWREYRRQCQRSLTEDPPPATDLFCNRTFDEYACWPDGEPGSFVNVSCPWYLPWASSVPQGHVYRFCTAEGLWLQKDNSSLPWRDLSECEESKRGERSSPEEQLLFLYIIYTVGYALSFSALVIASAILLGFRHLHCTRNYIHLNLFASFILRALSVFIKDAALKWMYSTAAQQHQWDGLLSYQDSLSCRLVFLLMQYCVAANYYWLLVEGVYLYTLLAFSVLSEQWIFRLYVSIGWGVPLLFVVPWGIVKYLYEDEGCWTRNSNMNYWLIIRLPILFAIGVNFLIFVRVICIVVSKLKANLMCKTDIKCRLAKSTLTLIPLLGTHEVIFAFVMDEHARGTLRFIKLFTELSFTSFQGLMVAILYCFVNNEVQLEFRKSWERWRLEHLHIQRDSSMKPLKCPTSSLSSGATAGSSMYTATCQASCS
PI5P4Ka inh = qHTS for Inhibitors of phosphatidylinositol 5-phosphate 4-kinase (PI5P4K); Phosphatidylinositol 5-phosphate 4-kinase type-2 alpha (Homo sapiens), P48426; PI5P4Kalpha enzyme, ADP-Glo luminescence, 60 min; active compounds read low; max response, %; actives 1.2% (n = 330,000); active = max response of -50% or lower; inconclusive = between -30% and -50%; inactive = -30% or higher; also: value at the top dose of about 77 µM; % is scaled to controls: 0 for no effect and ±100 for the full control effect
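ADP-Glo luminescence end-point after a 60 min room-temperature kinase reaction. PI5P4Kalpha and substrate in HEPES pH 7.4 buffer with EGTA, 0.1% CHAPS and 5% DMSO; ATP at 5 microM final.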
GLP1R inv ag = qHTS of GLP-1 Receptor Inverse Agonists (Inhibition Mode); HEK293 GLP-1R CRE-luciferase, luminescence, 24 h; GLP-1R form is constitutively active; Potency, µM (titrated, usually from 38.3 µM), without a hit: top-dose activity change, negative = inhibition, actives largely listed as inhibitors; actives 1.6% (n = 410,000); also: potency is read from the fitted curve at half-maximal effect; % is scaled to controls: 0 for no effect and ±100 for the full control effect; nearly all actives have a fitted effect of over 55% in size
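Assay principle: reduced luminescence from a cAMP-responsive reporter in HEK293 cells co-expressing a constitutively active GLP-1R. Conditions: 24 hr compound incubation, 37 deg C, 5% CO2.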
PLK1 PBD block = qHTS for Inhibitors of PLK1-PDB (polo-like kinase 1 - polo-box domain): Primary Screen; Serine/threonine-protein kinase PLK1 (Homo sapiens), P53350; Plk1 PBD binding of FITC phosphopeptide, fluorescence polarization; Potency, µM, for inactives: max response, negative = inhibition, most hits filed as inhibitors; actives 2.8% (n = 360,000); AID 720504, 2013; also: potency is read from the fitted curve at half-maximal effect; series mostly up to about 57 µM; % is scaled to controls: 0 for no effect and ±100 for the full control effect; nearly all actives have a fitted effect of over 65% in size
Target sequence (P53350 whole entry, looked up, the tested form may be a part): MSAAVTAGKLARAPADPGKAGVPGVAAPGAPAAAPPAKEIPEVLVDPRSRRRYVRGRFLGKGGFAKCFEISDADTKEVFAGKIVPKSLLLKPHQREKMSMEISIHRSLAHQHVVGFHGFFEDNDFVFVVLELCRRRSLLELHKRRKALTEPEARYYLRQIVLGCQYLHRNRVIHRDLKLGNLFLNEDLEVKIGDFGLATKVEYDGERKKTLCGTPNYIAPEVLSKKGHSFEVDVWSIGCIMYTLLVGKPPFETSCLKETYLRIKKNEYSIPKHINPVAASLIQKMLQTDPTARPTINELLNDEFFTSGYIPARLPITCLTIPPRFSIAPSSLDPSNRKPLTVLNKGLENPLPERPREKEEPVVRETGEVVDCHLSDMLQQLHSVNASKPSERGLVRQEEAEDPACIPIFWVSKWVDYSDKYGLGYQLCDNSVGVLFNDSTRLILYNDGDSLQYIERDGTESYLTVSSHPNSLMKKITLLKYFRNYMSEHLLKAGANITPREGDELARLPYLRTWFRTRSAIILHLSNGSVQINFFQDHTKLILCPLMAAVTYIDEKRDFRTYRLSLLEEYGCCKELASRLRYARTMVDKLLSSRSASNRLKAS
HEK293 tox = qHTS of GLP-1 Receptor Inverse Agonists: Cytotox Screen. HEK293 cAMP-luciferase reporter cells, luminescence, 24 h. Potency, µM (doses to about 38.3 µM), for inactives: top-dose activity change, negative = inhibition, actives largely listed as inhibitors. actives 0.13% (n = 410,000). AID 624418, 2012;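 also: loss of luciferase light is scored as toxicity; potency is read from the fitted curve at half-maximal effect; % is scaled to controls: 0 for no effect and ±100 for the full control effect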
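Quantitative HTS format, 1536 wells, 200 cells/uL seeded. Compounds: 23 nL, 24 h, 37 °C. Detection: luciferase reagent, luminescence at 12 min RT; decreased signal taken as cytotoxic.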
EPAC1 ag = qHTS for Agonist of cAMP-regulated guanine nucleotide exchange factor 3 (EPAC1): primary screen; Rap guanine nucleotide exchange factor 3 (Homo sapiens), O95398; EPAC1 agonist qHTS, biochemical assay; response scale: 100% = response to 6.5 mM cAMP; Potency, µM (highest dose often 154 µM), for the others: at the highest dose activation, actives largely listed as activators; actives 0.073% (n = 360,000); AID 720707, 2013; also: potency is read from the fitted curve at half-maximal effect; nearly all actives have a fitted effect of over 60% in size
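Compounds were pinned as a concentration titration into mixtures of EPAC1 (100 nM), BODIPY-GDP-loaded Rap1B (250 nM) and GDP (50 uM). After 5 min at room temperature, fluorescence was followed for 30 min; activity was scaled to 6.5 mM cAMP.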
PTHR1 ag = qHTS for PTHR1 Agonists: Primary Screen; actives 0.075% (n = 410,000); HEK293 GP2 PTHR1 cells, GloSensor cAMP luminescence, 1 h; Parathyroid hormone/parathyroid hormone-related peptide receptor (Homo sapiens), Q03431; Potency, µM (doses to about 115 µM), for inactives: top-dose activation, usual class: activators; also: potency is read from the fitted curve at half-maximal effect; nearly all actives have a fitted effect of over 55% in size; some results filed as inactive show a strong effect at the top dose; inactives centre near -15; many of its hits are not listed in these tables
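HEK-293-derived GP2 cells expressing PTHR1 and a GloSensor cAMP reporter, 3,000/well, plated overnight, given luciferin plus IBMX (each 0.5 mM as added) for 1 h at 37 °C, then compound for 1 h at 37 °C. Luminescence was read after 15 min at room temperature.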
An asterisk follows results filed as active; i = inactive; ? = inconclusive; · = no result given; & = joins results of further samples; [ ] = another dose, or the depositor's remark. Unless noted, calls follow the shape of the dose curve; as a rule, active = well fitted curve in the direction sought with a large enough effect; inconclusive = small, poorly fitted or top-dose-only effect, or another doubt; inactive = no such curve, though single readings can be large; an effect the other way counts as inactive or inconclusive. Not all compounds are listed, so the mix of outcomes need not match the whole.

SMILES | IL2 activator | EPAC1 antagonist | GLP-1R agonist | PI5P4Ka inh | GLP1R inv ag | PLK1 PBD block | HEK293 tox | EPAC1 ag | PTHR1 ag
COc1cccc(C(=O)Nc2ccc(S(=O)(=O)N3CCN(C)CC3)cc2)c1 | -0.5 | -5% | 17% | 0 | 16% | 1% | -6% | 3% | i
COc1cc(SC)ccc1C(=O)NNC(=O)c1cc(C)oc1C | -0.3 | 5% | -11% | 1 | ? | -7% | 6% | 11% | -8%
CC1Cc2ccccc2N1Cc1ccc([N+](=O)[O-])cc1 (stereo not given) | -2.9 | 7% | 6% | -1 | ? | -5% | 8% | 9% | -20%
CCN(CC)S(=O)(=O)c1ccc(C(=O)OCCNC(=O)c2cccnc2)cc1 | -2.9 | 13% | -3% | 0 | 31% | 1% | 3% | 0% | i
Cc1ncoc1C(=O)N1CCCC(C(=O)c2cccc3ccccc23)C1 (stereo not given) | -0.1 | -19% | 10% | 2 | -15% | -1% | 1% | 2% | -21%
CCOc1cc(N2CCOCC2)c(OCC)cc1NC(=O)c1ccco1 | -0.7 | -29% | 12% | -4 | 6% | -5% | 10% | -16% | i
CCOc1cc(NC(=O)CCl)c(OCC)cc1NC(C)=O | -1.5 | -9% | 13% | 2 | ? | -5% | ? | -5% | i
Cn1nccc1C(=O)N1CCCC(N2CCN(Cc3ccc4c(c3)OCO4)CC2)C1 (stereo not given) | -4.0 | 9% | 7% | 4 | 3% | 6% | 11% | 4% | 4%
CSc1nc2nc3c(cc2c(=O)n1-c1ccccc1C)COC(C)(C)C3 | -0.6 | 13% | -4% | -1 | 22% | -9% | 1% | -15% | -42%[inhibitor]
O=C(Nc1ncccn1)C1CCCN1S(=O)(=O)c1ccc(Cl)c(Cl)c1 (stereo not given) | 0.9 | 11% | 2% | · | 7% | -5% | 20% | 5% | -19%[57.5 µM]
O=c1ccn(CCOc2ccc(Cl)cc2)c(=O)[nH]1 | -0.7 | -7% | 5% | 2 | 6% | -6% | -2% | -5% | -6%[57.5 µM]
Cc1ccsc1/C=N/NC(=O)c1cccnc1 | 0.0 | 2% | 11% | -3 | 48%[activator] | -5% | ? | 6% | -15%
CCOC(=O)/C(C#N)=C\c1cn(C)c2ccccc12 | 1.0 | -10% | 15% | -3 | 14% | -17% | 14% | -1% | -18%
C=CCNc1nc(Nc2ccc(OC)c(OC)c2)c2sc(-c3ccccc3)cc2n1 | -0.7 | -16% | -1% | ? | ? | 1% | -35% | 6% | -10%
Cc1cc(SCC(=O)N2CCCC2=O)nc2c(C)cccc12 | -3.4 | 4% | 19% | 16 | 14% | -3% | 5% | -1% | i
COc1ccc(C(CNC(=O)COc2ccccc2-c2ccccc2)N2CCOCC2)cc1 (stereo not given) | -0.6 | -2% | 13% | 6 | ? | -2% | -7% | 4% | -18%
O=C(NC(c1ccccc1)c1ccccc1)c1ccccc1 | -0.1 | -13% | 9% | 0 | ? | 1% | -6% | -6% | ?
Cc1ccc2oc(=O)c3cnn(CC(=O)NCCN4CCOCC4)c3c2c1 | -2.3 | 9% | -2% | -7 | 7% | -6% | -5% | 2% | i
COc1ccc(CC(=O)Nc2ccc3nc(Nc4ccc(OC)cc4)cc(C)c3c2)cc1 | · | · | -4% | · | -23% | · | -6% | · | -4%
Oc1ccc(NC(=S)Nc2ccccc2)cc1 | 1.0&-0.2 | -16%&-3% | -7%&-1% | 0&-8 | 2%&14% | -4%&-7% | 1%&-5% | -2%&-3% | -29%&-6%
Cc1c(C(=O)Nc2nccs2)oc2c(Cl)cccc12 | -0.5 | -7% | 8% | -11 | -29% | 6% | -20% | 2% | i
O=S(=O)(c1cccc2cccnc12)N1CCCCC1 | 0.1 | -2% | 0% | -5 | 2% | 4% | 0% | 4% | i
COc1cccc(CNC(C)(C)CO)c1OCc1ccc(Cl)cc1 | -0.5 | -11% | 6% | 15 | 11µM* | -12% | -4% | -8% | i
OCC1(C2=NOC(O)(C(F)(F)F)C2)CCCCC1 (stereo not given) | 3.7 | 3% | -7% | · | -18% | 1% | 5% | -9% | i
Cc1cc(N2CCCCC2)n2nc(C)c(-c3ccccc3)c2n1 | -0.4 | -8% | 13% | -6 | ? | -5% | -6% | 4% | -18%
Cc1cc(C)cc(NC(=O)C2CCN(c3cnccn3)CC2)c1 | 0.9 | -2% | 8% | -2 | 5% | -10% | 6% | 0% | -14%
C/C=C/COC(=O)c1[nH]c2c(c1C)C(=O)CC(c1ccc(N(C)C)cc1)C2 (stereo not given) | -2.4 | -17% | 4% | -4 | ? | -15% | -17% | 1% | -53%[inhibitor]
Cc1cc(=O)oc2cc(OCCC[n+]3ccccc3)ccc12 | -0.1 | 0% | 10% | -2 | -22% | -2% | -3% | -1% | i
O=C(CCCOc1ccc(Cl)cc1Cl)N/N=C/c1ccco1 | -3.0 | -20% | 8% | 2 | ? | -15% | -2% | 5% | -22%
O=C(Nc1nc(-c2cccs2)c(-c2cccs2)s1)C1(c2ccccc2)CC1 | 0.9 | -9% | -20% | -5 | 0% | -8% | 25% | 25% | -25%
CCCCCCCCN1C(=O)[C@H](CC(=O)N2CCSCC2)C[C@@]2(C(=O)OC)CCCCC=C12 | -0.1 | 4% | -3% | 10 | ? | 0% | 7% | -14% | -9%
CNC(=S)N1CCN=C1Nc1nc(C)cc(C)n1 | -0.6 | -18% | 3% | 9 | 1% | -8% | -7% | 2% | i
Cc1ccc(S(=O)(=O)Nc2ccc(O)c3cccnc23)cc1 | 0.1 | 2% | -6% | 2 | ? | -6% | -10% | -4% | -20%
COC(=O)Nc1ccc2ccc3c(NC(=O)OC)ccc4ccc1c2c43 | -4.7 | 5% | 11% | 0 | -12% | 10% | 0% | -7% | i
Cc1ccc(NC(=O)c2ccc(OC(=O)c3ccco3)cc2)cc1 | -0.9 | 5% | -4% | · | 17% | -1% | 0% | 7% | -17%
CCOc1ccc(Br)cc1S(=O)(=O)N1CC(C)OC(C)C1 (stereo not given) | -1.7 | 0% | 5% | 0 | 0% | 0% | 3% | 0% | i
c1cncc(CNc2ncnc3ccc(-c4ccoc4)cc23)c1 | 0.4 | 30% | -15% | · | · | · | · | -6% | i
COc1cc(N=c2ssnc2Cl)cc(OC)c1OC | -3.0 | -1% | -10% | -69* | -9% | 0.95µM* | 13% | 8% | -3%
O=C(CN1CCN(Cc2ccccc2)CC1)N1CCN(c2ccccc2)CC1 | -0.3 | 4% | -3% | 2 | -21% | -15% | 8% | 4% | -2%
Cc1cc2nc(-c3cccc(Br)c3)c(Cc3ccsc3)n2c(C)c1Br | -0.4 | -1% | -3% | -1 | ? | -21% | 12% | 7% | -18%
CCOc1ccc(OCCOc2ncnc3ccccc23)cc1 | 0.8 | 6% | 0% | -5 | 24% | 1% | 5% | -6% | i
COc1cccc(/C=N/NC(=O)CNC(=O)c2ccco2)c1O | -0.3 | 7% | 6% | 2 | ? | -6% | -5% | 11% | i
CCNc1nc(NC(C)C)nc(Oc2ccc(/C=N/O)cc2)n1 | -1.2 | 6% | 27% | -11 | 0% | 4.7µM* | 4% | 7% | 11%[57.5 µM]
CC(=Cc1ccccc1)C(=O)c1ccccc1 | -4.5 | 3% | 16% | -9 | -11% | -1% | 5% | -2% | -6%
CC(=O)c1nc2ccccc2n1S(=O)(=O)c1ccc(C)cc1 | -0.3 | -4% | 0% | · | 1% | -8% | 2% | 7% | -6%[57.5 µM]
CC1CCN(C(=O)Cn2c(=O)n(CCCC(=O)NCc3ccco3)c(=O)c3sccc32)CC1 | 3.8 | 8% | 5% | 3 | 1% | -7% | -16% | 2% | 3%
CCN(CC)NC(=O)Nc1ccccc1 | 0.4 | -13% | 5% | -2 | 10% | -17% | -3% | 6% | -4%
Cc1cccc(CC(=O)NC2CCCCCC2)c1 | -0.5 | 3% | 13% | 1 | -11% | -3% | -2% | 8% | -11%
O=C(CCCCCn1c(SCc2ccncc2)nc2ccccc2c1=O)NCc1ccco1 | -3.3 | -2% | 13% | · | 0% | -27% | 0% | 4% | i
COC(=O)c1ccc(OC(=O)/C=C/c2ccco2)cc1 | 0.9 | 3% | 15% | 0 | 37%[activator] | -13% | -9% | 1% | -1%
Cc1ccc(S(=O)(=O)N(CC(=O)Nc2cccnc2)c2cccc([N+](=O)[O-])c2)cc1 | -0.8 | -17% | 15% | 22 | ? | -9% | ? | 4% | -22%
COc1ccc2cc(C3CC=C(COC(C)=O)CN3S(=O)(=O)c3ccccc3[N+](=O)[O-])n(C(=O)OC(C)(C)C)c2c1 (stereo not given) | -0.8 | -4% | · | -7 | -6% | -1% | 1% | 0% | i
Cc1cccc(/C=N/Nc2cc(N3CCOCC3)nc(N3CCOCC3)n2)c1 | 2.6 | -25% | 3% | 3 | ? | -10% | 90%[activator] | 21% | i

Grouped by structure: those above with an NH in an aromatic ring
SMILES | IL2 activator | EPAC1 antagonist | GLP-1R agonist | PI5P4Ka inh | GLP1R inv ag | PLK1 PBD block | HEK293 tox | EPAC1 ag | PTHR1 ag
O=c1ccn(CCOc2ccc(Cl)cc2)c(=O)[nH]1 | -0.7 | -7% | 5% | 2 | 6% | -6% | -2% | -5% | -6%[57.5 µM]
C/C=C/COC(=O)c1[nH]c2c(c1C)C(=O)CC(c1ccc(N(C)C)cc1)C2 (stereo not given) | -2.4 | -17% | 4% | -4 | ? | -15% | -17% | 1% | -53%[inhibitor]
